JMJD2A Tudor inh: blocks the human JMJD2A Tudor domain | AlphaScreen JMJD2A-Tudor / H3K4me3 peptide binding | Potency, µM (top dose mostly 114 µM), inactives show at the highest dose activity change, negative = inhibition, usual class: inhibitors | hit rate 4.4% among 390,000 | AID 504339; further: on the % scale 0 is the no-effect control and ±100 the full control effect; nearly all actives have a fitted effect of over 50% in size
Target sequence (O75164 whole entry, looked up, the tested form may be a part): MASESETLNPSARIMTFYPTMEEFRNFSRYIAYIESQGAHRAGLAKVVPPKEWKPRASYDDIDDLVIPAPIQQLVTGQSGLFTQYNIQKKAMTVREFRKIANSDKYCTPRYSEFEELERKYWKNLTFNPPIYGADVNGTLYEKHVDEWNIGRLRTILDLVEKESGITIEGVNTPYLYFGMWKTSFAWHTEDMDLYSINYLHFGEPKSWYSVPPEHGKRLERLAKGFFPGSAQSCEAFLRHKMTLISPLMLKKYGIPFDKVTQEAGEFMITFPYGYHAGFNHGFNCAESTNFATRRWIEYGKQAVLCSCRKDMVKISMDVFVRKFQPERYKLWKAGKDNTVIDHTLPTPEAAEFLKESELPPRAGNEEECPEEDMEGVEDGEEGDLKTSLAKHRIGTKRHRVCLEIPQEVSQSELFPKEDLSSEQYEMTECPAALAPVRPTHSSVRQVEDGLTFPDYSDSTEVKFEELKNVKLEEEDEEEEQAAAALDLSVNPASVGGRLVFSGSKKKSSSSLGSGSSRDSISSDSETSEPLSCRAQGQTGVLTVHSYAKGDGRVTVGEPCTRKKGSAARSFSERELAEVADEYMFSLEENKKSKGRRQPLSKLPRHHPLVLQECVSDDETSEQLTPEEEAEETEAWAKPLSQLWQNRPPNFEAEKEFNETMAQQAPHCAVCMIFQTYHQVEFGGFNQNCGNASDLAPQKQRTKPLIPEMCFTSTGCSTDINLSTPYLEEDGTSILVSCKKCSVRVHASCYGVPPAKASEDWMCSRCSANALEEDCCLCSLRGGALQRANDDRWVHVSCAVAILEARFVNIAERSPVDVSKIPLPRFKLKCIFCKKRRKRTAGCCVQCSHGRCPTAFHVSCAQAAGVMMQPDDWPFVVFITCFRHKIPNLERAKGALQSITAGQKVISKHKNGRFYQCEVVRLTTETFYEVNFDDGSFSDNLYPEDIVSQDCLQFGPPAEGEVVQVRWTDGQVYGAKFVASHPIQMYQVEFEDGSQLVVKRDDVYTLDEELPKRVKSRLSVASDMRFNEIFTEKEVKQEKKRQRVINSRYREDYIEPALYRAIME
BAZ2B block: BAZ2B (human) inhibition; Q9UIF8; AlphaScreen BAZ2B-H3K14Ac peptide displacement; Potency, µM (titrated, usually from 114 µM), inactives show at the top dose activity change, negative = inhibition, hits mostly inhibitors; hit rate 4.4% among 360,000; further: on the % scale 0 is the no-effect control and ±100 the full control effect; nearly all actives have a fitted effect of over 60% in size
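Multi-concentration screen (max 110 uM) measuring displacement of acetylated histone H3 peptide from BAZ2B by AlphaScreen, using 50 nM protein, 50 nM peptide and 10 ug/mL streptavidin donor plus Ni-chelate acceptor beads.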
BLM helicase inh: inhibitors of human Bloom syndrome helicase BLM. P54132. recombinant BLM DNA unwinding, fluorescence dequenching. Potency, µM (series often up to 56.1 µM), without a hit: top-dose activity change, negative = inhibition, most hits filed as inhibitors. hit rate 0.2% among 350,000;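 further: plate controls were vehicle for no effect and no enzyme for full effect; nearly all actives have a fitted effect of over 35% in size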
Pol kappa inh: DNA polymerase kappa (human) inhibition. AID 588579. hit rate 0.53% among 400,000. Potency, µM (titrated, usually from 107 µM), without a hit: at the top dose activity, negative = inhibition, hits mostly inhibitors. purified Pol kappa, fluorescent DNA synthesis assay, 10 min. Q9UBT6; further: on the % scale 0 is the no-effect control and ±100 the full control effect
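Kinetic fluorescence readout at 0 and 10 min followed reaction start with substrate at 50 nM final. Beforehand, enzyme (10 nM Pol kappa) stood 15 min with compound at room temperature; buffer-only wells were negative controls.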
Pol iota inh: DNA polymerase iota (human) inhibition; Q9UNA4; Pol iota fluorescent replication assay, 10 min; Potency, µM (highest dose often 115 µM), for the others: at the top dose activity, negative = inhibition, most hits filed as inhibitors; hit rate 1% among 390,000; AID 588590
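Fluorescent replication assay read twice, at 0 min and 10 min after adding 50 nM (final) substrate. Enzyme (10 nM) and compounds were first incubated 15 min at room temperature; enzyme-free buffer wells were negative controls.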
Pol eta inh: inhibitors of human DNA polymerase eta | Q9Y253 | recombinant Pol eta, fluorescent DNA replication assay | Potency, µM (series often up to 114 µM), for inactives: top-dose activity change, negative = inhibition, actives largely listed as inhibitors | hit rate 1.2% among 390,000; further: on the % scale 0 is the no-effect control and ±100 the full control effect
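Fluorescent replication assay: 50 nM final substrate added after a 15 min room-temperature compound preincubation with 10 nM enzyme. Signal taken at 0 min and again at 10 min.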
APEX1 inh: blocks human APE1 abasic DNA cleavage; P27695; hit rate 0.35% among 350,000; Potency, µM (series often up to 65.8 µM), inactives show at the highest dose activity change, negative = inhibition, usual class: inhibitors; recombinant APE1, TAMRA/BHQ-2 abasic DNA cleavage fluorescence;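 further: plate controls were vehicle for no effect and reference inhibitor for full effect; nearly all actives have a fitted effect of over 55% in size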
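Step 1: APE1 (0.75 nM) with compound, 15 min RT. Step 2: add 50 nM fluorophore/quencher THF duplex. Step 3: three fluorescence reads 60 s apart (525/598 nm); read 3 minus read 1 = reaction progress.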
Pol beta inh: DNA polymerase beta (human) inhibition; Pol beta primer extension/strand displacement, fluorescence kinetic; hit rate 1.3% among 340,000; AID 485314; Potency, µM (series often up to 114 µM), inactives show top-dose activity change, negative = inhibition, hits mostly inhibitors; P06746; further: on the % scale 0 is the no-effect control and ±100 the full control effect
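Curves were derived by four-parameter Hill fits of normalized qHTS data. The kinetic fluorescent primer-extension read was taken at 0 and 10 min after 50 nM substrate, following a 15 min room-temperature preincubation of 10 nM enzyme with compounds.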
G9a block: G9a (human) methyltransferase inhibition; G9a H3K9 monomethylation, AlphaScreen, 2 h; Potency, µM (series often up to 102 µM), inactives show top-dose activity, negative = inhibition, actives largely listed as inhibitors; hit rate 8.8% among 350,000; AID 504332; further: on the % scale 0 is the no-effect control and ±100 the full control effect; nearly all actives have a fitted effect of over 75% in size
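AlphaScreen read-out: biotin-H3K9 peptide (500 nM) methylation by 20 nM enzyme with 20 uM SAM, 2 h at room temperature after 15 min compound preincubation; anti-monomethyl H3K9 antibody plus donor/acceptor beads, 10 min dark.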
Numbers without * were called inactive; ? = inconclusive; nt = no result given; & = joins results of further samples; ! = a repeat was not active; [ ] = another dose, or the depositor's remark. The call rests on the fitted dose curve; in most records, active means well fitted curve in the direction sought with a large enough effect; inconclusive means small, poorly fitted or top-dose-only effect, or another doubt; inactive means no such curve, though single readings can be large; an effect the other way counts as inactive or inconclusive. Potency means the concentration at half of the fitted maximal effect.

Screens in order: JMJD2A Tudor inh | BAZ2B block | G9a block | Pol kappa inh | Pol iota inh | BLM helicase inh | Pol eta inh | APEX1 inh | Pol beta inh
CN(C)Cc1c[nH]c2ccc([N+](=O)[O-])cc12
  -14% | nt | nt | 2% | 20% | nt | -22% | nt | nt
COC(=O)C1=C(c2cccc(C#N)c2)C[C@@H]2CC[C@H]1N2C(=O)N1CCC(O)CC1
  0% | -2% | 3%[0.501 µM] | 0% | 10% | nt | -22% | 15% | nt
CN(Cc1ccccc1)Cc1ccccc1OC(=O)N(C)C
  -14% | -4% | 45µM* | 2% | 4% | -2% | -16% | 1% | 11%
CCC(=O)c1ccc(OC(=O)N(C)c2ccccc2)cc1
  -9% | 3% | 21%[59 µM] | -2% | 10% | -1% | 5% | 11% | 10%
Cc1ccccc1CN1C(=O)C(C)N=C(c2ccccc2)c2ccccc21 (stereo unspecified)
  -18% | 2% | -10%[59 µM] | -11%[60.1 µM] | -5% | -2% | -25% | nt | 3%
O=C1N(c2ccc(Cl)cc2)C(c2cccnc2)N2CCCN12 (stereo unspecified)
  5% | 11% | 14% | -2% | 16% | -2% | -2% | 0% | 23%
O=C(COc1cc(Cl)ccc1Cl)Nc1ccc(Cl)cc1C(=O)c1ccccc1
  -21% | -1% | -24%[59 µM] | -9% | -12% | -3% | 11% | nt | 8%
Cc1nc2nc(C)c(CCC(=O)N3CCC4(CC3)OCCO4)c(C)n2n1
  -5% | -21% | 3%[59 µM] | -9% | -7%[58.9 µM] | 1% | -1% | -2% | 8%
COc1ccccc1NC(=O)c1cn(CCC#N)nc1-c1ccc(F)cc1
  -11% | 0% | 23%[59 µM] | 3% | 16% | -5% | -9% | 11% | 31%
Cc1cccn2c(=O)c3cc(C(=O)N4CCC5(CC4)OCCO5)n(C)c3nc12
  -1%[57.1 µM] | -8% | 21% | -4% | 0% | 0% | -13% | -1% | -9%
CN1CCN(c2ccc([N+](=O)[O-])c(Sc3ccccn3)c2)CC1
  -17% | -18% | 0% | 1% | -3%[58.9 µM] | -5% | -11% | 4% | -29%
COc1ccc(C(=O)C(C)(C)NO)cc1
  50µM* | ? | ? | -2% | 14% | 1% | 2% | 9% | 18%
CC(C)[C@@]1(NC(=O)[C@H]2CC3c4cccc5[nH]cc(c45)C[C@H]3N(C)C2)O[C@@]2(O)C3CCCN3C(=O)[C@@H](Cc3ccccc3)N2C1=O (stereo partly specified)
  nt | nt | 13µM*! | 0%[19.4 µM] | nt | -4% | nt | 22% | nt
Cc1oc2ccc(O)c(CN3CCCCCC3)c2c1C(=O)Nc1cccc(Cl)c1C
  -15% | -21% | -26%[59 µM] | -14% | -4% | -6% | ? | nt | -9%
Cc1cc(=O)[nH]c(CCl)n1
  -9% | ? | ? | 2% | 1% | -4% | -11% | 1% | 4%
O=C1C2C3CCC(C3)C2C(=O)N1c1ccc(OS(=O)(=O)c2ccccc2)cc1 (stereo unspecified)
  -8% | -11% | 8%[12.7 µM] | -20% | 30% | -8% | -6% | -6% | 7%
O=C(c1csnn1)N1CCC2(CC1)CN(Cc1ccncc1)C2
  nt | nt | 12%[12.7 µM] | -2%[60.1 µM] | nt | 5% | nt | 9% | nt
COc1ccc(OC)c(N2Cc3ccccc3C2=N)c1
  -9% | -7% | 11% | 2% | -13% | 2% | -1% | -2% | 4%
CCOC(=O)c1ccc(N2C(=O)CC(N3CC=C(c4ccc(F)cc4)CC3)C2=O)cc1 (stereo unspecified)
  -34% | 8% | 3.2µM* | -4% | 17% | -4% | -14% | -12% | -6%
COc1ccc(-c2csc(NC(=O)COC(=O)Cc3ccccc3)n2)cc1OC
  nt | -8% | 11%[59 µM] | nt | nt | -2% | nt | 6% | -6%
COC(=O)C1=C(c2ccccc2)C[C@@H]2CC[C@H]1N2C(=O)NCCCOC(C)C
  -14% | nt | nt | -9% | 14% | nt | -12% | nt | nt
CC(=O)N1CCN(CCN=Cc2c(O)n(-c3ccc(F)cc3)c(=S)[nH]c2=O)CC1
  -7% | -13% | -17% | -24% | 109%[activator] | -4% | -7% | 29% | -6%
CCNc1nc2[nH]c(=O)c3c(c2s1)OC(N)=C(C#N)C3c1cccs1 (stereo unspecified)
  -12% | -10% | nt | -9% | 30%[activator] | -12% | -8% | 0% | 4%
N#CC12CNCC1CN=N2 (stereo unspecified)
  -7% | 5% | ? | 2% | 9% | -3% | -21% | -1% | 28%
COC(=O)C1=C(c2ccc(F)cc2OCc2ccccc2)C[C@@H]2CC[C@H]1N2C(=O)NCc1ccc(C(C)(C)C)cc1
  -26% | -30% | 21%[2.33 µM] | -5% | 17% | nt | -17% | -4% | nt
Cc1ccc(OCC(=O)N2CCN(C)CC2)c(Br)c1
  -10%[57.1 µM] | 9% | 5%[12.7 µM] | -18% | 2% | 1% | -2% | -2% | 2%
C=Cn1ccnc1P(=S)(c1nccn1C=C)C1CCCCC1
  -17% | -4% | -45%[59 µM] | -9% | -5% | -5% | -10% | -10% | -1%
Oc1ccccc1-[n+]1c(-c2ccccc2)cc(-c2ccccc2)cc1-c1ccccc1
  -34% | nt | -7%[12.7 µM] | 11% | -16% | nt | -22% | -4% | nt
COc1ccc(CNc2oc(-c3cccc4ccccc34)nc2P(=O)(OC)OC)cc1
  41%[activator] | nt | 0% | -3% | 5% | -12% | -25% | 12% | -1%
O=C1NC(=O)C2(CCN(S(=O)(=O)c3ccccc3)CC2)C(=O)N1
  -5% | nt | nt | -3% | -5% | nt | 3% | nt | nt
Cc1[nH]c2ccccc2c1CN1CCCCC1
  -13% | nt | nt | -8% | -2% | nt | -16% | nt | nt
CC(NCc1ccc(Cl)c(Cl)c1)C(O)c1ccccc1 (stereo unspecified)
  -7% | -32% | -1%[2.33 µM] | -5% | -28% | -2% | 1% | -2% | 12%
CC(C)(O)C1C2OC(=O)C1C1(O)CC3OC34C(=O)OC2C14C (stereo unspecified)
  -10% | nt | nt | -7% | 6% | 1% | -3% | nt | nt
COc1ccc(N=Nc2c(O)[nH]c(=S)[nH]c2=O)cc1
  -22% | -36% | ? | -5% | 78%[activator] | -10% | -20% | 0% | -27%
Cc1ccc(-n2c(/C=C/c3cc(Br)cs3)nc3ccccc3c2=O)cc1
  2% | 3% | -3%[59 µM] | -6%[60.1 µM] | 17% | -6% | 3% | nt | 29%
CC(=O)c1c(C)n(CC2CCCO2)c2ccc(O)cc12 (stereo unspecified)
  -10% | 7% | -4%[59 µM] | -13% | -1% | -1% | -3% | 9% | 13%
Cc1ccc(S(=O)(=O)NCC2CCC(C(=O)N3CCC4(CC3)OCCO4)CC2)cc1 (stereo unspecified)
  -5% | -1% | 11% | -7% | 10% | -2% | -6% | 0% | 0%
C[N+]12CCC(CC1)C(=C(c1ccccc1)c1ccccc1)C2
  -13% | 4% | 3.5µM* | -12% | -13% | 1% | -12% | 6% | 22%
Cc1[nH]c2ccccc2c1C1=CCNCC1
  ? | ? | 50µM* | -11% | 6% | 2% | 5% | -9% | 2%
CN(C(=O)Cc1ccc(Cl)c(Cl)c1)C(CN1CCCC1)c1cccc(OCC(=O)O)c1 (stereo unspecified)
  -19% | 10% | 49%[activator][12.7 µM] | 5%[60.1 µM] | 9% | nt | -19% | 10%&-1%&1% | -2%[57.1 µM]

Part of the list above in order of SMILES length, rising.
Screens in order: JMJD2A Tudor inh | BAZ2B block | G9a block | Pol kappa inh | Pol iota inh | BLM helicase inh | Pol eta inh | APEX1 inh | Pol beta inh
Cc1[nH]c2ccccc2c1CN1CCCCC1
  -13% | nt | nt | -8% | -2% | nt | -16% | nt | nt
CC(NCc1ccc(Cl)c(Cl)c1)C(O)c1ccccc1 (stereo unspecified)
  -7% | -32% | -1%[2.33 µM] | -5% | -28% | -2% | 1% | -2% | 12%
C=Cn1ccnc1P(=S)(c1nccn1C=C)C1CCCCC1
  -17% | -4% | -45%[59 µM] | -9% | -5% | -5% | -10% | -10% | -1%
CC(C)(O)C1C2OC(=O)C1C1(O)CC3OC34C(=O)OC2C14C (stereo unspecified)
  -10% | nt | nt | -7% | 6% | 1% | -3% | nt | nt

Remaining list, next part.
Screens in order: JMJD2A Tudor inh | BAZ2B block | G9a block | Pol kappa inh | Pol iota inh | BLM helicase inh | Pol eta inh | APEX1 inh | Pol beta inh
Cc1ccc2c(c1)C1CN(C)CCC1N2C(=O)CCCN1C(=O)c2cccc3cccc(c23)C1=O (stereo unspecified)
  -24% | -24% | -11% | 2% | 115%[activator] | -2% | -19% | 5% | 16%
CCC(=NCc1ccco1)c1c(O)n(C)c(=O)n(C)c1=O
  -19% | -15% | -43% | -10% | -3% | -1% | -7% | -1% | -25%
COc1ccc(/C=C2/C(=O)NC(=O)N(C3CCCCC3)C2=O)cc1CSc1ccccn1
  nt | ? | ? | nt | nt | -11% | nt | -2% | 0%
COc1ccc(-n2c(/C=C/c3ccc(O)cc3)nc3ccccc3c2=O)cc1
  -10% | 3% | 86%[activator] | -3% | 5% | -10% | -18% | 24% | -1%
Cc1noc(C)c1C(=O)N1CCC2(CC1)OCCO2
  -8% | 1% | -8%[59 µM] | -5% | -1%[58.9 µM] | 0% | -13% | -6% | -23%
Cc1[nH]c2ccccc2c1/C=N/O
  -16% | -2% | 1%[59 µM] | -21% | 4% | -8% | -2% | 0% | 4%
O=C(N/N=C/c1c(O)n(C2CC2)c(=S)[nH]c1=O)c1ccccc1Cl
  89µM* | ? | 21% | -2% | 13% | -2% | -13% | -5% | 7%
O=c1ccc2c(O)c3ccoc3cc2o1
  -16% | nt | -35%[2.33 µM] | ? | 60%[activator] | -8% | -3% | 12%&0% | nt
CCOP(=O)(OCC)c1nc(-c2ccc(Cl)cc2)oc1NCc1ccccc1
  -24% | -5% | ? | 1% | 21% | -13% | -20% | -3% | -8%
COC(=O)C1=C(c2ccccc2)C[C@@H]2CC[C@H]1N2C(=O)NCc1ccc(F)cc1
  -8% | nt | nt | 14% | 21% | nt | -18% | nt | nt
COc1cc2c(cc1OC)C(C)NCC2 (stereo unspecified)
  -5% | -2% | -22%[59 µM] | 3% | 1% | 1%&2% | 2% | 26%&0%&0% | nt
Cc1ccc(N2C(=O)NC(=O)/C(=C\c3ccoc3)C2=O)cc1
  -18% | ? | 45µM* | ? | 32µM* | 3% | 50µM* | ? | ?
NC1=C([N+](=O)[O-])C(c2ccc3c(c2)OCO3)c2c(c3ccccc3oc2=O)O1 (stereo unspecified)
  -18% | -33% | ? | -11% | -5% | -6% | -4% | 2% | -18%

The list is partial; the hit share may differ from the screen's.
